EPAC2 ag = EPAC2 (human) agonism; EPAC2 activation, biochemical qHTS; response scale: 100% = 6.5 mM cAMP response; Potency, µM (series often up to 154 µM), for inactives: top-dose activation, hits mostly activators; hit rate 0.079% among 360,000; AID 720711; further: potency means the concentration at half of the fitted maximal effect; nearly all actives have a fitted effect of over 50% in size
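Exchange assay: 100 nM EPAC2 with 250 nM Rap1B-BODIPY-GDP and 50 uM GDP. Fluorescence (ex 480/em 540 nm) read every 5 min for 30 min at room temperature. Data normalized to 6.5 mM cAMP as agonist control.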
FUS suppressor = suppressors of FUS proteinopathy in yeast. S. cerevisiae FUS-expressing, growth rescue, OD600, 24 h. Potency, µM (highest dose often 76.6 µM), for inactives: top-dose growth rescue (activation), usual class: activators. hit rate 0.24% among 390,000;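 further: potency means the concentration at half of the fitted maximal effect; plate controls were DMSO vehicle for no effect and reference control for full effect; nearly all actives have a fitted effect of over 55% in size; some results filed as inactive show a strong effect at the top dose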
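Absorbance at 600 nm, taken 24hr after compound addition, measured rescue of FUS-yeast growth at 30C. Induction used 2% galactose with seeding at OD 0.005. Controls: CP55940 from 92uM final, DMSO only.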
Abeta rescue = A-beta toxicity reversal in yeast | yeast expressing A-beta42, growth rescue, OD600, 48 h; response scale: 0% DMSO, 100% iron-clioquinol control | Potency, µM (top dose mostly 46.1 µM), inactives show top-dose growth rescue, hits mostly activators | hit rate 0.063% among 410,000 | AID 1347071; further: potency means the concentration at half of the fitted maximal effect; nearly all actives have a fitted effect of over 55% in size
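Growth rescue measured by 600 nm absorbance after 48 h yeast culture at 30 C with compound. Values normalized between DMSO and an equimolar ferric chloride plus clioquinol control.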
DRD3 agonist = activates the human D3 dopamine receptor | D3R DiscoveRx beta-arrestin cells, luminescence, 90 min | max activation, % | hit rate 0.58% among 410,000 | AID 652048; in the data active means max activation above about 30%; further: 0% is about no effect; mostly tested at two doses, the higher about 12 µM
Target sequence (P35462 whole entry, looked up): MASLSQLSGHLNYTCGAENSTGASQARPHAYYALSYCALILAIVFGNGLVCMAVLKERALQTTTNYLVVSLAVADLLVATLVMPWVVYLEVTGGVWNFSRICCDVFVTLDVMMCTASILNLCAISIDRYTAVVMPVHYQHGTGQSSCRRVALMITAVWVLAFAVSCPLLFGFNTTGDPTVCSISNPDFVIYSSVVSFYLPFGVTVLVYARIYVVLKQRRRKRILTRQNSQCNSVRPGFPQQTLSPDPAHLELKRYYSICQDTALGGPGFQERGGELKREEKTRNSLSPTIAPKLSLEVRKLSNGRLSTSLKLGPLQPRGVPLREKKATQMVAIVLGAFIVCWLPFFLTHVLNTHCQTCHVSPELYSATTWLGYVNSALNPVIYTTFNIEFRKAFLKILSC
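Agonist mode: compounds and dopamine controls were applied to plated cells for 90 min at 37 degrees C after an overnight attachment at 1500 cells/well. Luminescent read-out followed 30 - 60 minutes at room temperature with DiscoveRx detection reagent.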
TDP-43 yeast inh = inhibitors of TDP-43 toxicity in yeast; hit rate 1.8% among 410,000; TDP-43 expressing yeast growth rescue, BacTiter-Glo, 24 h; Potency, µM (highest dose often 46.1 µM), inactives show top-dose growth rescue (activation), hits mostly activators; further: potency means the concentration at half of the fitted maximal effect; % of control where 0% means no effect; nearly all actives have a fitted effect of over 50% in size
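In this qHTS, compounds that restore growth of yeast expressing TDP-43 appear as activators. Cells (OD600=0.02, galactose medium, raffinose-pregrown) are incubated with compound 24 hr at 30 deg C and growth is quantified by BacTiter-Glo.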
aSyn rescue = inhibitors of alpha-synuclein toxicity in yeast. AID 652106. Potency, µM (doses to about 46.1 µM), inactives show top-dose growth rescue (activation), usual class: activators. hit rate 0.14% among 370,000. Yeast expressing alpha-synuclein, growth rescue, BacTiter-Glo, 24 h; further: potency means the concentration at half of the fitted maximal effect; % of control where 0% means no effect; nearly all actives have a fitted effect of over 65% in size
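Readout is rescue of growth in alpha-synuclein-expressing yeast, so inhibitors of toxicity appear as activators. Growth after 24 hr at 30 deg C in galactose medium is quantified by luminescence.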
DRD3 antagonist = antagonists of human D3 dopamine receptor. P35462. D3R cells, DiscoveRx beta-arrestin luminescence, antagonist mode; active compounds read low. max response, negative = inhibition, %. hit rate 2.5% among 360,000. AID 652054; in the data active means max response below about -50%; inconclusive means no clear call, values can overlap the other calls; further: on the % scale 0 is the no-effect control and ±100 the full control effect; mostly tested at two doses, the higher about 12 µM
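Cells plated overnight at 1500 cells/well, then exposed to library compounds with dopamine controls for 90 minutes at 37 degrees C. DiscoveRx reagent added for 30–60 minutes at room temperature; luminescence read, quantitative HTS format.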
EPAC2 antagonist = blocks human EPAC2 exchange factor; EPAC2 GEF exchange of Rap1B-BODIPY-GDP, fluorescence; AID 720708; hit rate 0.18% among 360,000; Potency, µM (highest dose often 114 µM), without a hit: top-dose activity, negative = inhibition, usual class: inhibitors; further: potency means the concentration at half of the fitted maximal effect; on the % scale 0 is the no-effect control and ±100 the full control effect; nearly all actives have a fitted effect of over 45% in size; many of its hits are not listed in these tables
Starred values were filed as active, the others as inactive; u = inconclusive; x = no result given; & = joins results of further samples; [ ] = dose if it differs, or a comment. Unless noted, the call rests on the fitted dose curve; in most records, active means well fitted curve in the direction sought with a large enough effect; inconclusive means small, poorly fitted or top-dose-only effect, or another doubt; inactive means no such curve, though single readings can be large; an effect the other way counts as inactive or inconclusive. This is a subset; rates above refer to the full screens.

Values run as follows: EPAC2 ag	FUS suppressor	Abeta rescue	DRD3 agonist	TDP-43 yeast inh	aSyn rescue	DRD3 antagonist	EPAC2 antagonist
COc1ccc(-n2c(Cc3ccccc3)nc3ccccc3c2=O)cc1
    14%	5%	-12%	-1	17%	2%	5	-25%
Cc1ncc(CN2CCCC(C(=O)c3cccc(Cl)c3)C2)s1 (stereo not given)
    2%	2%	-1%	-6	9%	3%	-7	-9%
O[C@H]1C2CCC1C(N1CCCCC1)CC2 (stereo not given in full)
    12%	x	-1%	-9	-1%	-1%	-19	-8%
CCC(=NCc1ccc2c(c1)OCO2)c1c(O)n(C)c(=O)n(C)c1=O
    1%	-2%	-5%	-1	21%	2%	u	20%
CCCCC1(CC)COP(=O)(OCC(Cl)(Cl)Cl)OC1 (stereo not given)
    8%	-5%	4%	-3	-4%	0%	-12	11%
C=CCn1c(O)c(C(C)=NCCO)c(=O)[nH]c1=O
    2%	-1%	-10%	-9	-19%	-2%	-18	-2%
CCCCC(=O)N/N=C/c1c(O)n(CCc2ccc(OC)c(OC)c2)c(=O)[nH]c1=O
    18%	1%	-10%	-15	-25%	-8%	-9	15%
O=C(NCC1=C(c2ccc3ccccc3c2)C[C@@H]2CC[C@H]1N2Cc1ccco1)c1cccnc1
    11%	-10%	1%	-4	0%	5%	2	0%
COc1ccc(-c2nc(CSCC(=O)N3CCC4(CC3)OCCO4)c(C)o2)cc1OC
    9%	9%	3%	0	15%	-1%	11	2%
COC(=O)C1=C(c2cccc(OCc3ccccc3)c2)C[C@@H]2CC[C@H]1N2C(=O)NCc1ccc2[nH]ccc2c1
    13%	8.9µM*	-6%	-17	-1%	-5%	0	3%
CN1CCC(C)(O)C2CCCCC21 (stereo not given)
    -4%	-4%	-3%	2	18%[9.22 µM]	3%	0	18%
O=C1C(Cc2cnc[nH]2)NC(=S)N1c1ccccc1 (stereo not given)
    11%	-7%	u	-10	-3%	-5%	-6	3%
O=C(Oc1c(Br)cc(Br)c2cccnc12)N1CCCCC1
    13%	33%	-10%	-8	u	-2%	-7	-15%
COC(=O)C1=C(c2c(C)noc2C)C[C@@H]2CC[C@H]1N2C(=O)NCc1ccc(C(F)(F)F)cc1
    0%	u	-4%	0	-8%	1%	-21	10%
CN(C)CCCN=Cc1c(O)n(CCc2ccc(F)cc2)c(=O)[nH]c1=O
    -4%	9%	3%	0	-8%	-3%	0	5%

Values run as follows: EPAC2 ag	FUS suppressor	Abeta rescue	DRD3 agonist	TDP-43 yeast inh	aSyn rescue	DRD3 antagonist	EPAC2 antagonist
Cc1cccc(OCC(=O)N2CCN(Cc3cccnc3)CC2)c1
    -4%	-1%	3%	-3	-2%	2%	1	-3%
COC(=O)[C@@H]1C[C@@]1(C)[C@@H](NP(=O)(c1ccccc1)c1ccccc1)c1ccccc1
    5%	34%	-11%	19	13%	-1%	0	-14%
CCc1ccc(CNCCc2ccc(F)cc2)cc1
    4%	-13%	22%	-8	2%	5%	-14	15%
Cc1ccc(N=Nc2c(O)[nH]c(=O)[nH]c2=O)c([N+](=O)[O-])c1
    3%	35%	-25%	-13	-30%	-7%	u	11%
Cc1cc(C)nc(/N=C(\N)c2c(O)[nH]c(=O)[nH]c2=O)n1
    3%	-5%	-4%	-1	3%	x	-3	-3%
CCc1ccc(-n2nc(C)c3c2NC(=O)CSC3c2ccccc2C)cc1 (stereo not given)
    x	u	-21%	-13	u	x	x	x
NP(=O)(OCCCc1ccccc1)Oc1ccccc1 (stereo not given)
    -2%	-16%	-2%	-19	-16%	-1%	0	10%
CCC1(C)OC(c2ccccc2)=C/C(=C/C=C2C(=O)NC(=O)NC2=O)O1 (stereo not given)
    11%	15%	-19%	6	-2%	-2%	19	2%
COC(=O)C1C2c3ccccc3OC1(C)N=c1s/c(=C/c3cn(C)nc3C)c(=O)n12 (stereo not given)
    -3%	15%	-17%	5	14%	3%	0	-4%
N#CC12c3ccccc3C(=O)N1Cc1cnnn1-c1ccccc12 (stereo not given)
    6%	-22%	-21%	-8	2%	0%	-5	-7%
Cc1ccsc1C(=O)C1CCCN(Cc2cccc(OCCO)c2)C1 (stereo not given)
    0%	10%	2%	-30	-21%[0.397 µM]	-10%	u	-3%
COc1ccc(C(c2nnnn2-c2ccc3c(c2)OCCO3)N2CCC3(CC2)C(=O)NCN3c2ccccc2)cc1 (stereo not given)
    10%	-9%	-1%	-2	16%	u	-4	10%
CCOP(=O)(OCC)C(Cc1ccc(OC)c(OC)c1)N=C(c1ccccc1)c1ccccc1 (stereo not given)
    -1%	-14%	7%	-1	12%	-1%	-4	u
Cc1ccc(C)c(CN2C(=O)c3ccccc3Sc3ccc(C(=O)N4CCC5(CC4)OCCO5)cc32)c1
    x	28%	3%	0	u	x	x	x
C[N+](C)(C)Cc1ccccc1
    10%	-24%	-1%	-28	10%	4%	-6	-10%

Values run as follows: EPAC2 ag	FUS suppressor	Abeta rescue	DRD3 agonist	TDP-43 yeast inh	aSyn rescue	DRD3 antagonist	EPAC2 antagonist
c1ccc(-c2nc(N3CCOCC3)s[n+]2-c2ccccc2)cc1
    0%	x	2%	-2	0%	-26%	-3	7%
Cc1nc2ccccc2c(=O)n1-c1ccc(Br)cn1
    6%	-8%	6%	3	18%	1%	7	-6%
CCN1CCN(C(=O)COc2cc(=O)n(CC)c3ccccc23)CC1
    9%	-1%	-19%	-5	-11%	-8%	5	-1%
COC(=O)C1=C(c2ccc(F)cc2OCc2ccccc2)C[C@@H]2CC[C@H]1N2C(=O)N1CCCCC1
    16%	44%	-7%	-6	25%	-12%	0	-26%
O=C1NC(=O)C2(Cc3ccccc3N3CCCC32)C(=O)N1c1cccc(Cl)c1 (stereo not given)
    7%	u	8%	2	8%	2%	8	4%
CC1CC(NC(=O)C2C3CCC(O3)C2C(=O)O)CC(C)(C)C1 (stereo not given)
    1%	x	2%	-10	9%	5%	-21	1%
N#CC(C#N)=NNc1ccc(S(N)(=O)=O)cc1
    -1%	27%	9%	-5	7%	-2%	-12	-28%
COc1ccc(CN2CCN(C(=O)Cc3ccccc3)CC2)cc1OC
    12%	-7%	-1%	-3	0%	-8%	-25	0%
COC(=O)Cn1cc(C(=O)c2ccccc2F)c2ccccc21
    9%	5%	-2%	-8	15%	-17%	-24	8%
O=C(c1ccc(Cl)cc1)C1CCCN(Cc2ccon2)C1 (stereo not given)
    7%	-25%	5%	0	10%	-4%	-5	-8%
CCCn1nnc(NC(=O)COc2ccc(CC)cc2)n1
    5%	1%	24%	6	u	4%	0	-1%
CCOC(=O)c1ccccc1NC(=O)c1c(O)[nH]c(=S)[nH]c1=O
    0%	0%	1%	-24	-16%	-1%	-14	2%
CCOC(=O)c1c(C)c(P(=S)(N2CCOCC2)N2CCOCC2)n(C)c1C
    3%	-1%	6%	6	22%	4%	24	0%
O=C1NC(=O)[C@]2(Cc3ccccc3N3CCN(c4ccccc4)CC32)C(=O)N1c1ccccc1 (stereo not given in full)
    0%	u	12%	14	1%	-18%	-26	2%
O=C1NC(=O)C(C2CCCCCC2)C(=O)N1
    4%	-6%	-8%	-12	-10%	-7%	11	-4%

Whole records, looked up by structure:
`Cc1nc2ccccc2c(=O)n1-c1ccc(Br)cn1` across the screens: EPAC2 ag: 6%; FUS suppressor: -8%; Abeta rescue: 6%; DRD3 agonist: 3; TDP-43 yeast inh: 18%; aSyn rescue: 1%; DRD3 antagonist: 7; EPAC2 antagonist: -6%
`O=C1NC(=O)C2(Cc3ccccc3N3CCCC32)C(=O)N1c1cccc(Cl)c1` (stereo not given) across the screens: EPAC2 ag: 7%; FUS suppressor: u; Abeta rescue: 8%; DRD3 agonist: 2; TDP-43 yeast inh: 8%; aSyn rescue: 2%; DRD3 antagonist: 8; EPAC2 antagonist: 4%

Going on with the list:
Values run as follows: EPAC2 ag	FUS suppressor	Abeta rescue	DRD3 agonist	TDP-43 yeast inh	aSyn rescue	DRD3 antagonist	EPAC2 antagonist
CCCCc1nc2ccccc2c(=O)n1-c1ccccc1[N+](=O)[O-]
    2%	26%	-9%	6	23%	u	-15	1%
CN(C)/C=c1\sc2c(C#N)cc(C(=O)c3ccc(Br)cc3)n2c1=O
    -499%[inhibitor]	-3%	-1%	8	6%	7%	-6	275%[activator]
COc1ccccc1OCC(=O)N1CCCC(N(C)Cc2ccccc2)C1 (stereo not given)
    6%	7%	-2%	-17	5%	12%	-20	u
O=C1NC(=S)NC(=O)C1Cc1ccccc1O
    7%	x	4%	4	22%	0%	39	9%
Cn1cc(NC(=O)CCl)cn1
    13%	1%	-13%	-6	3%	-4%	-14	23%
CCC(C)NC(=O)c1c(N)n(CC2CCCO2)c2nc3ccccc3nc12 (stereo not given)
    17%	u	12%	3	u	26%	1	-9%
COc1ccc(CCNC2CCCCC2)cc1
    3%	-10%	2%	-3	12%	16%	6	-4%
COc1ccc(-n2c(/C=C/c3cccc(F)c3)nc3ccccc3c2=O)c(OC)c1
    3%	-20%	-3%	0	-4%	1%	23	u
CCCCCCn1c(=O)c(C(=O)Nc2ncccc2O)c(O)c2ccccc21
    -12%	-13%	-26%	2	7%	0%	25	6%
CCN(CC)c1ccc(/C=C2\C(=O)NC(=S)N(c3ccc(OC)cc3OC)C2=O)o1
    u	5%	-11%	4	-12%	0%	-19	-3%
Cc1ccc(/C=C2/Sc3ccc(C(=O)N4CCC5(CC4)OCCO5)cc3NC2=O)cc1
    -16%	13%	-6%	14	-23%	2%	3	-1%
O=c1[nH]c(=O)n(Cc2ccco2)c(O)c1/C=N/N1CCCCC1
    18%	17%	14%	1	14%	0%	3	5%
COC(=NC1CCCCC1)C(O)c1c[nH]c2ccccc12 (stereo not given)
    0%	16%	15%	-2	-5%	-1%	-14	23%
O=c1[nH]c(CN2CC=C(c3ccccc3)CC2)nc2scc(-c3ccccc3)c12
    11%	28%	4%	68*	30%	7%	-7	-1%
Cc1cccc(-n2c(O)c(C)c(=O)[nH]c2=S)c1
    6%	16%	u	8	-8%	-13%	13	10%
CCOP(=S)(OCC)SCCSCC
    1%	-16%	-10%	10	17%	9%	2	u
CCN(CC)c1ccc(N=Cc2c(O)n(-c3cc(OC)ccc3OC)c(=O)[nH]c2=O)cc1
    79µM*	28%	-12%	8	-1%	-9%	24	32%[activator]
C=CCC1([C@@H](C)CCC)C(=O)NC(=O)NC1=O
    7%	-33%	-26%	6&-1	21%	3%	-24	7%

Assay outcomes: PubChem BioAssay, National Center for Advancing Translational Sciences (NCATS)
